Source: PubChem BioAssay
SENP1 inh = blocks the human SENP1 SUMO protease catalytic domain. Q9P0U3. recombinant SENP1 catalytic domain, CyPet-SUMO1-YPet FRET cleavage. inhibition, % at 10 µM. 0.21% of 360,000 active. AID 624204;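 active means inhibition at least 30% at 10 µM, raw YFP signal under a set limit, fluorescence ratio 0.5 to 1.5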;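 further: 0% = enzyme with DMSO and 100% = no enzyme wells; some results filed as inactive read as strong as hits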
Target sequence (Q9P0U3 419-644 limits assumed): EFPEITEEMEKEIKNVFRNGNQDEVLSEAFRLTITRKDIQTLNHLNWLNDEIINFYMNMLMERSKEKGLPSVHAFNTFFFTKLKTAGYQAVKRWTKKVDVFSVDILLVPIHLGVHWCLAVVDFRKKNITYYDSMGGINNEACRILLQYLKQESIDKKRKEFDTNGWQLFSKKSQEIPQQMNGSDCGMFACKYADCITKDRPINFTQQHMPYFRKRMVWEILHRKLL
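Test system: recombinant human SENP1 catalytic domain, His6-tagged / Medium: pH 8 Tris buffer with EDTA, NaCl, BME, BSA, NP40, catalase / Also added: SUMO1 FRET substrate flanked by Cypet and Ypet, 25 nM / Times: 50 min reaction at room temperature / Signal: FRET, CFP and YFP emission / Control set: no-enzyme low control and enzyme-plus-DMSO high control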
Apaf1 inhib = inhibitors of human Apaf-1 apoptosome; 0.71% of 330,000 active; inhibition, % at 20 µM; O14727; reconstituted apoptosome caspase-3 activity, DEVD-Rh110 fluorescence; AID 489030; active means inhibition of at least 40% at 20 µM;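 further: plate controls were DMSO wells for no effect and DEVD-CHO caspase inhibitor wells for full effect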
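detection = Rh110 fluorescence intensity | test system = biochemical Apaf-1 apoptosome reconstitution | also added = cytochrome c and DEVD-Rh110 substrate | schedule = 30 min plus 50 min, RT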
SENP7 inh = SENP7 protease inhibition | Q9BQF6 | recombinant SENP7, Z-RLRGG-aminoluciferin luminescence, 40 min | inhibition, % at 5 µM | 1.5% of 330,000 active | AID 434973;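 active means inhibition above about 50% at the single test dose, limit read from the data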;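 further: plate controls were DMSO with enzyme for no effect and no enzyme buffer wells for full effect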
Target sequence (Q9BQF6 706-1050 limits assumed): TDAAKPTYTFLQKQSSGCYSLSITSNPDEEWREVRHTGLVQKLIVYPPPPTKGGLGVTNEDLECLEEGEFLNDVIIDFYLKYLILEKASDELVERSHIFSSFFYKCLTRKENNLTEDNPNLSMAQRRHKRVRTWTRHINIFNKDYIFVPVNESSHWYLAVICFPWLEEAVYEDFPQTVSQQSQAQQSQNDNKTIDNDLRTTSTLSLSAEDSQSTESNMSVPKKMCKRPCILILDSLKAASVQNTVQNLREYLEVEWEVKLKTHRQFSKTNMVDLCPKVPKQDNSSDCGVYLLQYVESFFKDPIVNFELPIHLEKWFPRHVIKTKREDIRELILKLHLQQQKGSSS
APOBEC3G inh = APOBEC3G (human) deaminase inhibition | AID 493012 | inhibition, % at 20 µM | 0.28% of 330,000 active | recombinant A3G, ssDNA deamination FAM/TAMRA fluorescence;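 active means inhibition of at least 40% at 20 µM, with no more than 30% in the related APOBEC3A deaminase screen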;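 further: plate controls were DMSO wells with A3G for no effect and wells lacking A3G enzyme for full effect; some compounds called inactive have numbers as strong as hits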
UBC13 inh = human UBC13 polyubiquitination inhibition. P61088. UBC13 polyubiquitin chain formation, TR-FRET. inhibition, % at 20 µM. 0.47% of 330,000 active; in the data active means inhibition above about 45%, passing the limit was not always enough
Target sequence (P61088 whole entry, looked up): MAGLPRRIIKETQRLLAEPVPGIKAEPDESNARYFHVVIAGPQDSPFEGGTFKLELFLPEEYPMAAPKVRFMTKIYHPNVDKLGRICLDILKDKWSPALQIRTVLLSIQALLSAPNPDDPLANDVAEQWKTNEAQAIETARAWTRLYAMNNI
SENP8 block-1 = inhibitors of human SENP8 protease; Q96LD8; recombinant SENP8, Nedd8 substrate fluorescence; inhibition, % at 20 µM; 0.64% of 360,000 active; AID 602440; in the data active means inhibition mostly above about 40%, no sharp cut-off; inactive means mostly below about 27%
Target sequence (Q96LD8 whole entry, looked up): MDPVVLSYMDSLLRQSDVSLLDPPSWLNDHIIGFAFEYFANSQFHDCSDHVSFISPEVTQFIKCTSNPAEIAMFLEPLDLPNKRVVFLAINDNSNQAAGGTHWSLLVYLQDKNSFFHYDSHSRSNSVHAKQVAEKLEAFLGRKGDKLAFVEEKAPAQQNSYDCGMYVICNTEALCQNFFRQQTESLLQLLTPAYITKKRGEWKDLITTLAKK
SENP6 block = SENP6 protease inhibition. Q9GZR1. inhibition, % at 10 µM. 1.8% of 330,000 active. Recombinant SENP6 catalytic domain, aminoluciferin luminescence;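 active means inhibition above about 50% at the single tested dose, limit read from the data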;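 further: plate controls were DMSO wells with enzyme for no effect and DMSO wells lacking enzyme for full effect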
SENP8 block-2 = inhibitors of human SENP8 protease. Q96LD8. purified SENP8, Z-RLRGG-aminoluciferin cleavage, luminescence. inhibition, % at 10 µM. 1.2% of 330,000 active. AID 2540; in the data active means inhibition above about 50%
Active calls of the source: *; / = no result given.

The opening two compounds, to show the layout:
SMILES | SENP1 inh | Apaf1 inhib | SENP7 inh | APOBEC3G inh | UBC13 inh | SENP8 block-1 | SENP6 block | SENP8 block-2
COc1ccccc1NS(=O)(=O)c1ccc(C)c(NC(=O)c2ccc(S(=O)(=O)N3CCCCCC3)cc2)c1 | 1 | 2 | -6 | -1 | 5 | 6 | -10 | -5
OCC1(c2cc(C(F)(F)F)n[nH]2)CCCCC1 | 1 | -1 | 7 | -5 | 12 | 10 | -4 | -1

The whole of this part, from the first entry:
SMILES | SENP1 inh | Apaf1 inhib | SENP7 inh | APOBEC3G inh | UBC13 inh | SENP8 block-1 | SENP6 block | SENP8 block-2
COc1ccccc1NS(=O)(=O)c1ccc(C)c(NC(=O)c2ccc(S(=O)(=O)N3CCCCCC3)cc2)c1 | 1 | 2 | -6 | -1 | 5 | 6 | -10 | -5
OCC1(c2cc(C(F)(F)F)n[nH]2)CCCCC1 | 1 | -1 | 7 | -5 | 12 | 10 | -4 | -1
O=C(NCc1cccnc1)C1CCCCN1S(=O)(=O)c1ccc(F)cc1 (stereo unspecified) | 2 | -12 | 0 | -8 | -4 | 22 | -12 | 1
Cc1cc(C)n(-c2ccc(F)cc2)c(=O)c1C#N | 1 | -7 | 0 | -2 | -7 | -36 | 5 | -3
CCOC(=O)N1CCC(NC(=O)c2cc(S(=O)(=O)N3CCOCC3)ccc2F)CC1 | 1 | -1 | -12 | -5 | 0 | 6 | -15 | -4
CCCCNC(=O)c1onc(CSc2ccc(Cl)cc2)c1C(=O)NCCCC | 3 | 13 | 3 | -6 | 13 | 6 | 3 | -3
O=C(NC(=S)NCc1ccccc1)c1ccc(Br)o1 | 0 | 9 | 0 | -3 | 3 | 11 | 3 | 9
CC1(C)CC(=O)C2=C(C1)Nc1cc(Cl)ccc1S2 | 21 | -7 | 6 | -11 | -41 | 9 | -14 | -1
CCOC(=O)CC1COc2ccccc2N1C(=O)c1ccc(C)cc1 (stereo unspecified) | 1 | -3 | 3 | -3 | 3 | 19 | 6 | 4
COc1ccc(OC)c2c1nc1n2CCS1 | -1 | -3 | 9 | -4 | -9 | 11 | -7 | -1
Cc1ccc2cc3c(N)c(C(=O)Nc4c(C)[nH]c(=O)[nH]c4=O)sc3nc2c1 | 31 | 4 | 4 | -12 | -25 | -65 | -9 | -6
Cc1nnc(SCCCn2c(N3CCCCC3)nc3c2c(=O)[nH]c(=O)n3C)s1 | 0 | -5 | 1 | -6 | 5 | 6 | 0 | -1
COc1ccc(CC(=O)OC(C)C(=O)Nc2ccc(Cl)cn2)cc1 (stereo unspecified) | 8 | 5 | -9 | -1 | -5 | -43 | -11 | -8
O=C(O)CCC(=O)Nc1ccc(Br)cn1 | 0 | -2 | 4 | -4 | 2 | 10 | -8 | 1
CCN(CC)C(=O)CS(=O)CC(=O)Nc1cc(OCCOC)c(Cl)cc1Cl (stereo unspecified) | -1 | 9 | -18 | -11 | -4 | 4 | -18 | -8
CCOC(=O)[C@H]1[C@H]2COc3cc(OC)ccc3[C@@H]2N2C(=O)c3ccc(F)cc3NC(=O)[C@@]12C | 1 | 1 | -4 | 0 | 2 | -7 | -9 | 6
O=C(O)CSc1cccnc1Sc1ccc(Cl)cc1 | -5 | -14 | 3 | -7 | 3 | -14 | 13 | 4
COc1cccc([C@@H]2Oc3ccc(OC)cc3C(=O)[C@H]2O)c1 | -2 | 4 | 8 | -5 | 3 | -448 | -22 | -8
CCN(CC)C(=O)c1cc2c(=O)n3ccccc3nc2s1 | -83 | 1 | 3 | -1 | 17 | -470 | -2 | -6
O=C(N[C@H](C(=O)O)c1ccccc1)C1CCC(Cn2nnc3ccccc3c2=O)CC1 (stereo partly specified) | / | -9 | 7 | -4 | 10 | / | -13 | -4
Cc1ccc(CN2[C@@H](CC3CCCCC3)COCCS2(=O)=O)cc1 | -1 | 13 | 11 | -11 | 20 | 12 | -7 | 1
CCOc1ccc(C(=O)NCC(c2ccco2)N2CCc3ccccc3C2)cc1 (stereo unspecified) | 0 | 22 | -9 | -6 | -1 | 10 | 5 | -2
C=CCN(C(=O)C1=NN(C2CCS(=O)(=O)C2)C(=O)CC1)c1nc(-c2ccc([N+](=O)[O-])cc2)cs1 (stereo unspecified) | 6 | 12 | 2 | -9 | -11 | 12 | -33 | -3
CCOc1ccccc1NCc1cc(=O)oc2cc(C)ccc12 | -1 | 8 | -4 | -10 | -2 | 3 | 25 | -2
CCN(CC)CCNS(=O)(=O)c1ccc2[nH]cc(C(=O)O)c(=O)c2c1 | 3 | -12 | 14 | 0 | -4 | -26 | -28 | -11
CC(=O)c1ccc(N2CCN(C(=O)c3ccc(Br)cc3)CC2)c(F)c1 | 1 | -1 | -3 | -1 | -2 | -41 | 0 | -4
Cc1ccccc1OCC(=O)NC(Cc1c[nH]c2ccccc12)C(=O)O (stereo unspecified) | 0 | 2 | 2 | -8 | 4 | 5 | 9 | 4
Cc1csc(SCC(=O)Nc2ccccn2)n1 | 3 | 8 | 11 | 4 | 3 | 13 | 3 | 6
CC1=C(n2ccnc2)CCC1=O | 3 | -4 | 0 | -9 | 6 | 14 | -4 | 2
Cc1cccn2c(=O)c(C=O)c(N3CCCCCC3)nc12 | -2 | 3 | 7 | -1 | 55* | -31 | 1 | 3
O=C(Cn1nc(Cc2cccnc2)c2ccccc2c1=O)NCc1ccc(F)cc1 | 0 | 3 | 5 | -1 | 6 | 13 | -29 | 3
CCCC(=O)O/N=C(\c1ccccc1)c1ccncc1 | 5 | -5 | -7 | -8 | 0 | 16 | -15 | -6
O=C(N=C1SC2CS(=O)(=O)CC2N1c1ccc(Cl)cc1)C1CCCO1 (stereo unspecified) | 1 | -5 | 0 | -3 | 4 | 2 | -7 | -7
O=C(Nc1ccnn1C1CCN(Cc2ccc(OC(F)F)cc2)CC1)C1CCCC1 | -1 | 18 | -4 | -2 | 0 | 4 | -3 | 3
COc1ccc(NC(=O)CSc2nnc(CNC(=O)c3ccco3)o2)cc1 | 1 | -11 | -2 | -1 | -10 | 6 | -17 | -10
Cc1ccnc2c(N3C(=O)C4C5C=CC(C5)C4C3=O)cccc12 (stereo unspecified) | -2 | -6 | 18 | 2 | -7 | 13 | -3 | -4
CCCCN(C(=O)CCCc1nc2ccccc2c(=O)[nH]1)c1c(N)n(CC(C)C)c(=O)[nH]c1=O | 1 | 12 | -5 | -5 | -2 | 4 | 2 | -11
O=c1ccccn1CCOc1ccccc1Cl | 4 | 5 | 1 | -1 | 2 | 25 | 6 | -5
CCOc1ccc(S(=O)(=O)NCCC(=O)OCC(=O)NC(=O)c2cccn2C)cc1 | -13 | 0 | -10 | -7 | -31 | -37 | 11 | 3
COc1cccc2cc(C(C)N(CCCN3CCOCC3)C(=S)Nc3cccc(C)c3)oc12 (stereo unspecified) | 3 | 12 | -5 | -9 | -4 | 19 | -20 | -6
O=C(CN1CCC(NC(=O)c2ccco2)CC1)Nc1ccccc1C(F)(F)F | 1 | 9 | -8 | -7 | -7 | 4 | -23 | -7
O=C(COC(=O)c1ccc(CO)cc1)Nc1ccc(OC(F)F)cc1 | -1 | 10 | -6 | -10 | -2 | 9 | 1 | -10
CC(C)NC(=O)C1CCN(C2CCN(Cc3cn[nH]c3-c3ccccc3)CC2)CC1 | 0 | 1 | 6 | -2 | 6 | 7 | 6 | 1
Cc1ccc(C(=O)N/C(=C/c2ccccc2)C(=O)NC(Cc2ccccc2)C(=O)O)cc1 (stereo unspecified) | 0 | 7 | -7 | -2 | -5 | 16 | 2 | 2
O=Cc1c(NCCc2cccc(F)c2)c2ccccc2[nH]c1=O | -2 | -7 | 0 | -10 | 5 | 1 | -10 | -1
CCNc1nc(NCC)n2c(SCC(=O)NCC3CCCCC3)nnc2n1 | 3 | -2 | -4 | -5 | -6 | 18 | -11 | -7
CN(CC(=O)Nc1c(Cl)cccc1Cl)C(=O)CNC(=O)C1CCCCC1 | 1 | -8 | -2 | -8 | 11 | 4 | -6 | -5
COc1ccc(NC(=O)C2C3C=CC(C3)C2C(=O)NCc2ccco2)cc1 (stereo unspecified) | 1 | 1 | -2 | -4 | 8 | 11 | 9 | 4

7 entries out of the list above, sorted by their value in UBC13 inh, ascending.
structure	UBC13 inh
CCOc1ccc(S(=O)(=O)NCCC(=O)OCC(=O)NC(=O)c2cccn2C)cc1	-31
CCNc1nc(NCC)n2c(SCC(=O)NCC3CCCCC3)nnc2n1	-6
Cc1ccc(C(=O)N/C(=C/c2ccccc2)C(=O)NC(Cc2ccccc2)C(=O)O)cc1 (stereo unspecified)	-5
COc1cccc2cc(C(C)N(CCCN3CCOCC3)C(=S)Nc3cccc(C)c3)oc12 (stereo unspecified)	-4
CCCCN(C(=O)CCCc1nc2ccccc2c(=O)[nH]1)c1c(N)n(CC(C)C)c(=O)[nH]c1=O	-2
O=c1ccccn1CCOc1ccccc1Cl	2
CN(CC(=O)Nc1c(Cl)cccc1Cl)C(=O)CNC(=O)C1CCCCC1	11

(continued)
SMILES | SENP1 inh | Apaf1 inhib | SENP7 inh | APOBEC3G inh | UBC13 inh | SENP8 block-1 | SENP6 block | SENP8 block-2
COC(=O)c1ccc(CNC(=O)COC(=O)c2cc(Cl)nc(Cl)c2)cc1 | 0 | 2 | 8 | 0 | 0 | -17 | 12 | 1
CC(C)(C)c1ccc(CCC(CC(=O)O)CC(=O)O)cc1 | 2 | -4 | 8 | -3 | 2 | 6 | -5 | 0
CC(Sc1ccsc1[N+](=O)[O-])C(=O)NCc1ccccc1 (stereo unspecified) | / | -20 | -1 | -10 | 2 | / | 0 | -6
O=C1CN(C(=O)CSc2ccccn2)c2ccccc2N1 | -44 | -6 | -6 | -6 | 10 | -27 | 1 | 1
CCOC(=O)CSc1nnnn1-c1cc(OC)ccc1OC | 0 | -5 | -7 | -5 | -3 | 23 | -5 | -10
CCCOc1ccc(C(=O)Nc2ccc(C)cc2[N+](=O)[O-])cc1 | 8 | -18 | 2 | -1 | 2 | 9 | -5 | -4
Cc1cc(Br)c2[nH]cc(CCNC(=O)c3ccco3)c2c1 | -3 | 16 | 15 | -6 | -2 | 4 | -21 | -19
Cn1c(=O)[nH]c(Nc2ccc(F)cc2)c([N+](=O)[O-])c1=O | 1 | 7 | 2 | 7 | -19 | 8 | -1 | 6
O=C(C1COc2ccccc2O1)N1CCN(Cc2ccc(Br)cc2F)CC1 (stereo unspecified) | -1 | 19 | 3 | -1 | 5 | 14 | 13 | 0
O=C(COc1ccc(Cl)c(Cl)c1)NC1CCS(=O)(=O)C1 (stereo unspecified) | 1 | -1 | -7 | -6 | -5 | 6 | -8 | -12
CCOC(=O)CC1CCCCN1C(=O)CCCn1nnnc1CN1CCOCC1 (stereo unspecified) | -3 | 2 | -6 | -10 | -2 | 11 | -5 | -5
O=C(CNC(=O)c1sc2ccccc2c1Cl)NCc1cccnc1 | 3 | 4 | 8 | 0 | 0 | 0 | -5 | -1
CC(=O)Nc1ccc(C(=O)OCC(=O)NCc2ccccc2)cc1 | 1 | 16 | 4 | -3 | 5 | 4 | 3 | -4
CCOC(=O)c1c(-c2ccc(OC)cc2)csc1NC(=O)CSc1ncnc2sccc12 | -28 | 18 | 1 | -6 | -12 | -21 | 5 | 0
CC(=O)CC(=O)Nc1ncc(C(F)(F)F)cc1Cl | 2 | -3 | 5 | -4 | 1 | 1 | -10 | 5
N#CC1=C(N)NC(SCC(=O)c2ccccc2)=C(C#N)C12CCCC2 | -30 | 3 | 2 | -4 | 18 | -10 | 2 | -3
O=C(NCc1ccco1)c1ccc2c(c1)S(=O)(=O)c1ccccc1C2=O | 0 | 1 | 5 | -3 | -5 | 7 | -2 | 0
Cc1nn(CCCC(=O)NCc2ccc(F)cc2)c(=O)c2nccn12 | -3 | -8 | -1 | -7 | 3 | 3 | 0 | -3
c1ccc(N2CCN(Cc3ccnc4ccccc34)CC2)cc1 | -7 | -22 | -2 | 0 | 14 | -32 | 1 | 4
COc1ccccc1-n1c(CNC(=O)COc2ccccc2)n[nH]c1=S | 2 | -3 | -6 | 18 | 3 | -1 | -17 | -8
